# Vc quorum ag – induces V. cholerae light production without autoinducers; hit rate 0.16% among 350,000; activation, % at 18.7 µM; V. cholerae BH1578 lux reporter, luminescence, 6 h; AID 588436; in the data active = activation mostly above about 9.7%, no sharp cut-off; also: not every result past the cut was called active; inactives centre near 0; reference of the scale not given here
# MazF activator – activators of E. coli MazEF toxin-antitoxin RNase; AID 504720; FAM/BHQ RNA-DNA oligo cleavage fluorescence, 5 h; activation, % at 20 µM; hit rate 0.32% among 350,000; in the data active = activation above about 50%
# DUSP3 inh – blocks human VHR1 dual specificity phosphatase; P51452; recombinant VHR phosphatase, pNPP absorbance; inhibition, % at 13.3 µM; hit rate 0.52% among 290,000; AID 1654; in the data active = inhibition above about 50%; also: some compounds called inactive have numbers as strong as hits
# Yp Topo-I inh – inhibitors of Yersinia pestis topoisomerase I; Y. pestis Topo-I cleavage product accumulation, plate reader; activity, % at 10 µM; hit rate 0.064% among 360,000; AID 504884; in the data active = activity above about 50%, passing the limit was not always enough; also: inactives centre near 2
# PfHsp40 yeast – compounds rescuing yeast from Plasmodium falciparum HSP40 toxicity; S. cerevisiae expressing PfHsp40, growth rescue, ATP luminescence; growth rescue, % at 12.5 µM; hit rate 0.68% among 340,000; AID 504582; in the data active = growth rescue above about 28%, passing the limit was not always enough;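 also: yeast W303a lacking pdr1 and pdr3 grown in galactose medium; growth measured after three days at 30 °C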
# TcdB inh – TcdB glycohydrolase inhibition | TcdB glycohydrolase enzymatic assay, plate reader | inhibition, % at 9.99 µM | hit rate 0.24% among 350,000 | AID 652162; in the data active = inhibition above about 10%
# Anthrax LF inh2 – anthrax lethal factor protease inhibition; AID 588501; hit rate 0.12% among 360,000; multiplex microsphere protease cleavage assay, LF; inhibition, % at 10 µM; in the data active = inhibition above about 30%; also: plate controls were buffer without enzyme for full effect and enzyme alone for no effect
# SSB-PriA inh – K. pneumoniae PriA-SSBct interaction inhibition; AlphaScreen SSBct-PriA binding, biotinylated peptide; inhibition, % at 33 µM; hit rate 0.6% among 430,000; AID 1272365; in the data active = inhibition mostly above about 37%, no sharp cut-off; inactive = mostly below about 20%;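 also: plate controls were negative control peptide for no effect and reference peptide for full effect; strong numbers were not always called active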
# 3CLpro inhibitor – SARS-CoV 3CLpro protease inhibition. P0C6X7. recombinant SARS-CoV 3CLpro, quenched FRET peptide cleavage. inhibition, % at 6 µM. hit rate 0.14% among 290,000. AID 1706; in the data active = inhibition above about 12%
# Rv3671c protease – inhibitors of M. tuberculosis serine protease Rv3671c. P9WHR9. inhibition, % at 5.96 µM. hit rate 0.048% among 320,000; in the data active = inhibition above about 38%;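 also: extracellular domain of Rv3671c used as enzyme; 0% = enzyme with DMSO and 100% = no enzyme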
# Active calls of the source: *; i = inactive; / = not tested or not shown. An excerpt; the hit share may differ from the screen's.
SMILES,Vc quorum ag,MazF activator,DUSP3 inh,Yp Topo-I inh,PfHsp40 yeast,TcdB inh,Anthrax LF inh2,SSB-PriA inh,3CLpro inhibitor,Rv3671c protease
CCN(C(=O)c1cccs1)C1CCS(=O)(=O)C1 (stereo not drawn),-1.2,2.1,/,4.1,-1.4,0.2,-1.3,-3.9,/,/
CCOc1ccccc1N(CC(=O)NC1CCCCC1)C(=O)CNC(=O)c1ccco1,-6.2,3.1,27.0,5.7,1.3,/,0.3,-9.8,0.6,2.9
NC(Cc1ccccc1)C(=O)N1CCCCC1 (stereo not drawn),-0.5,6.5,-15.2,6.0,/,0.6,2.0,7.7,3.5,-7.0
Cc1onc(-c2c(F)cccc2Cl)c1C(=O)Nc1nnc(-c2ccccc2)s1,i,-4.2,3.6,-1.3,-0.2,/,0.9,-5.2,4.2,5.7
CCc1nc2cc(C)nn2c2nc3ccccc3n12,0.0,-0.2,17.7,-8.7,0.0,/,2.6,4.7,4.9,8.8
CNS(=O)(=O)c1cccc(C(=O)OCC(=O)N2CCCC2)c1,0.6,-1.8,3.0,-7.6,0.3,1.7,-10.0,9.8,-5.1,-3.1
Cc1ccc(NC(=O)C2C3CCCC2C3c2ccccc2)cc1 (stereo not drawn),i,-4.1,7.4,0.3,0.7,/,0.0,-3.8,2.6,5.3
COCCN=C1N[C@@H](c2ccccc2)C(C(=O)OC)=C(C)N1Cc1ccccc1,i,2.0,32.1,-0.5,0.5,1.1,-2.7,1.2,-3.5,3.5
O=C(CCc1nc2ccccc2c(=O)[nH]1)NCc1ccccn1,-0.3,0.4,1.2,-0.2,-0.7,-1.4,1.8,-12.1,1.8,-8.6
CN(C)C(=O)C(NC(=O)c1ccccc1)=C(Cl)Cl,-0.3,9.1,37.7,3.9,-0.9,-0.7,3.6,-7.8,-0.8,2.0
O=C(Nc1nc2ccc(S(=O)(=O)N3CCCC3)cc2s1)C1CCCCC1,-0.5,4.0,33.4,-7.8,-1.0,/,-1.6,-5.6,-3.4,-11.4
COc1ccc2nc3ccccc3nc2c1N,i,16.4,21.3,-17.6,0.0,7.1,-5.9,48.1*,-2.5,-20.1
CCOC(=O)N1CCN(C(=O)CN(C)S(=O)(=O)c2ccc(Cl)cc2)CC1,-4.4,9.6,11.8,-9.5,0.4,1.9,-1.7,-3.3,-1.4,0.0
CCCn1c(=S)[nH]c2ccccc2c1=O,-0.5,-12.4,33.4,8.3,3.4,1.8,-4.2,-6.4,0.8,-1.2
Cc1ccn(CC(=O)N2CCCC(N3CCN(c4ccc(F)cc4)CC3)C2)n1 (stereo not drawn),-2.0,12.6,46.0,-0.4,-1.7,0.7,0.0,-7.9,4.0,/
CNC(=O)c1ccc(-c2ccc(Cl)c(Cl)c2)s1,i,-4.5,22.5,9.7,0.4,/,-0.7,-14.1,-1.1,-8.2
O=C(Nc1cccc(Cl)c1)c1ccc(F)c(S(=O)(=O)NCc2ccc3c(c2)OCO3)c1,-2.2,-16.2,5.8,-0.2,2.3,/,-1.9,-3.7,-4.2,-77.5
O=C(/C=C/c1ccco1)NC(=S)N1CCCCC1,-0.2,9.4,35.3,6.0,0.0,1.1,1.0,-0.9,0.4,14.6
CC(C)Cn1c(S(=O)(=O)O)nc2ccccc21,i,18.5,4.8,-7.5,-2.1,1.0,-9.4,-1.9,4.2,-16.5
O=C(Nc1c[nH]c(=O)[nH]c1=O)c1cc([N+](=O)[O-])cc([N+](=O)[O-])c1,-0.6,-4.2,/,1.8,-1.4,1.6,7.4,-7.1,0.6,-7.2
O=C(c1cc(COc2ccccc2)on1)N1CCCC(CN2CCOCC2)C1 (stereo not drawn),-0.3,2.5,12.9,1.0,-1.0,-2.1,-1.0,-6.2,-0.2,7.5
CC(C)=NNc1nc(-c2ccc([N+](=O)[O-])cc2)cs1,i,5.8,13.4,-6.3,0.8,-2.3,1.2,-4.0,1.7,-3.1
Cc1ccc[n+](CC(=O)c2ccc(Br)cc2)c1C,i,10.2,34.6,5.1,-0.8,0.3,3.6,11.2,3.1,9.3
CCc1ccc2c(c1)C(=O)C(=O)N2CC(=O)Nc1ccc(NC(=O)c2ccccn2)cc1,-0.3,8.8,22.2,14.4,0.8,0.9,1.6,3.1,-1.3,-44.1
CS(=O)(=O)N1N=C(c2ccccc2)CC1c1ccc2c(c1)OCO2 (stereo not drawn),-0.3,235.9*,-4.8,3.3,-0.8,/,9.9,-10.8,0.1,-52.7

# Reformatted: entries from further up
compound	Vc quorum ag	MazF activator	DUSP3 inh	Yp Topo-I inh	PfHsp40 yeast	TcdB inh	Anthrax LF inh2	SSB-PriA inh	3CLpro inhibitor	Rv3671c protease
O=C(/C=C/c1ccco1)NC(=S)N1CCCCC1	-0.2	9.4	35.3	6.0	0.0	1.1	1.0	-0.9	0.4	14.6
CC(C)Cn1c(S(=O)(=O)O)nc2ccccc21	i	18.5	4.8	-7.5	-2.1	1.0	-9.4	-1.9	4.2	-16.5
O=C(Nc1c[nH]c(=O)[nH]c1=O)c1cc([N+](=O)[O-])cc([N+](=O)[O-])c1	-0.6	-4.2	/	1.8	-1.4	1.6	7.4	-7.1	0.6	-7.2
O=C(c1cc(COc2ccccc2)on1)N1CCCC(CN2CCOCC2)C1 (stereo not drawn)	-0.3	2.5	12.9	1.0	-1.0	-2.1	-1.0	-6.2	-0.2	7.5

# (listing goes on)
SMILES,Vc quorum ag,MazF activator,DUSP3 inh,Yp Topo-I inh,PfHsp40 yeast,TcdB inh,Anthrax LF inh2,SSB-PriA inh,3CLpro inhibitor,Rv3671c protease
COc1ccc(-c2cc(C(=O)N3CCN(c4ccccc4F)CC3)c3ccccc3n2)c(OC)c1,-0.6,-8.9,33.1,30.0,376.4*,1.4,0.0,-3.7,0.5,-7.1
COc1ccc([C@H]2CC(=O)C=C(c3ccc(SC)cc3)C2)cc1,i,-5.9,/,16.1,-0.2,0.5,-1.9,-1.0,/,-4.9
COC(=O)C(NC(=O)CCc1c(C)nc2ncnn2c1C)C(C)C (stereo not drawn),-0.6,4.1,-8.0,0.3,-1.0,/,-8.9,-8.1,2.8,1.1
O=C(N/N=C/c1cc2ccccc2nc1Cl)c1ccncc1,-0.4,5.6,-1.1,-22.4,-1.0,0.7,0.2,/,5.8,5.8
CCCCC(NC(=O)Cc1c(C)c2cc3c4c(oc3cc2oc1=O)CCCC4)C(=O)O (stereo not drawn),0.0,-0.1,-1.2,19.2,1.7,-1.2,22.2,8.8,5.2,-1.1
Cc1cn(C2OC(COC(=O)c3ccccc3)C(OC(=O)c3ccccc3)C2OC(=O)c2ccccc2)c(=O)[nH]c1=O (stereo not drawn),-0.1,-20.5,-18.4,-3.7,-0.7,/,-3.5,7.9,2.2,-10.3
O=C1Nc2ccccc2N(O)N1c1ccc(S(=O)(=O)N2CCCCCC2)cc1,-0.9,5.4,1.2,-2.8,-0.9,/,0.2,-0.8,4.3,-12.2
COc1ccccc1NS(=O)(=O)c1cccc(C(=O)N/N=C/c2c(CO)cnc(C)c2O)c1,i,-51.6,/,-1.1,1.4,1.1,-0.5,/,/,11.6
Cc1cc(=O)oc2cc(Oc3ncccc3[N+](=O)[O-])ccc12,-0.2,9.9,-19.6,-5.6,-0.9,2.5,1.9,-1.4,-6.5,8.2
O=C(CCNS(=O)(=O)c1ccc(Br)s1)Nc1ccc(Cl)cc1,1.5,12.7,18.8,-6.1,1.7,/,-0.1,-13.8,2.0,-2.8
CCOc1ccccc1C(=O)N1CCN(C(c2ccccc2)c2ccccc2)CC1,-1.5,-1.7,20.9,12.8,0.6,/,-0.1,-6.2,-6.2,-7.4
Cc1noc(C)c1CCC(=O)NC1CCCN(Cc2ccc(Cl)cc2)C1 (stereo not drawn),i,-5.7,2.3,-2.9,-0.6,0.3,/,-17.1,-1.6,-2.3
COc1cc(C2C(=O)c3ccccc3C2=O)ccc1O,-0.7,3.3,5.8,-10.5,0.5,0.1,10.1,-48.1,3.3,-3.6
O=c1[nH]c2ccc(S(=O)(=O)N3CCN(C4CCCCC4)CC3)cc2[nH]c1=O,i,4.1,-12.1,-7.5,-0.4,/,-2.2,4.4,-1.5,-2.0
S=C(NCc1ccccc1)NCc1ccc2c(c1)OCO2,i,1.1,22.7,3.6,2.1,/,0.0,-0.5,1.5,4.7
COc1ccc(C(=O)N/N=C\c2coc3ccccc3c2=O)cc1,0.8,42.0,31.5,2.5,0.1,-0.1,-12.1,/,-1.4,17.7
COc1ccc(S(=O)(=O)N(C)c2ccc(C(=O)NCC3CCCO3)cc2)cc1OC (stereo not drawn),-0.3,4.7,29.6,-0.6,0.4,-0.7,1.1,-1.3,-1.1,-7.4
Cc1c(N/C=C/C(=O)C(F)(F)F)c(=O)n(-c2ccccc2)n1C,i,-21.5,6.3,0.2,0.2,-1.1,-0.7,/,1.1,-5.7
Cc1ccc(-c2nnc(N3CCCCC3)c3ccccc23)cc1S(=O)(=O)N(C)C,i,-13.4,26.1,-1.5,-0.2,4.3,-3.1,-25.4,2.5,-6.2
COc1ccc(CNC(=O)c2ccc(CS(=O)(=O)Cc3ccccc3F)o2)cc1,i,7.8,24.9,-6.7,0.4,0.6,-0.4,-13.6,2.3,5.9
C/C(=N\NC(N)=S)C1C2C3CC4C5CC(C42)C1C53 (stereo not drawn),i,1.8,11.1,0.2,-0.3,0.7,3.5,/,-0.6,1.8
O=C(CSc1nnc(-c2ccccc2)n1-c1ccc(Cl)cc1)N/N=C/c1ccccc1C(=O)O,i,2.0,-7.7,8.9,1.5,0.1,-9.7,i,4.3,2.6
COc1cc(CNc2ncn[nH]2)ccc1OCC(=O)NC(C)(C)C,i,5.1,-9.6,-1.0,0.3,0.3,-2.5,3.9,2.7,6.0
CC(C)[C@H](NC(N)=O)C(=O)Nc1cccc(S(=O)(=O)N2CCOCC2)c1,-1.5,0.2,16.9,0.9,-0.7,1.8,-6.1,-8.9,6.7,-5.2
Cc1c([N+](=O)[O-])cc(C(=O)Oc2ccc(Br)cc2C(=S)N2CCCCC2)cc1[N+](=O)[O-],-0.2,1.3,32.7,-14.1,-0.1,/,-2.9,-1.2,0.5,3.0
SMILES,Vc quorum ag,MazF activator,DUSP3 inh,Yp Topo-I inh,PfHsp40 yeast,TcdB inh,Anthrax LF inh2,SSB-PriA inh,3CLpro inhibitor,Rv3671c protease
CC(=O)OC1CCC2(C)C(CC(=O)C3C2CCC2(C)C(OC(C)=O)CCC32)C1 (stereo not drawn),i,-0.3,/,13.7,1.0,-1.4,2.4,-5.3,/,/
O=C(c1ccccc1NS(=O)(=O)c1ccc(Br)s1)N1CCOCC1,-0.3,1.5,16.9,7.3,-0.1,/,-11.1,-16.0,-2.0,-0.7
CCc1sc(C(=O)Nc2cccc(C(C)=O)c2)cc1C,-0.4,-2.3,20.8,3.1,3.3,/,1.1,-9.4,0.5,-2.4
Cc1cccc(N2C(=O)CC(N3CCN(c4cccc(C(F)(F)F)c4)CC3)C2=O)c1 (stereo not drawn),i,-17.8,-7.5,14.9,0.7,/,-0.5,-13.8,-2.3,-3.0
CC(C)c1ccc(S(=O)(=O)N(C)C2(C)CCS(=O)(=O)C2)cc1 (stereo not drawn),-1.7,-4.5,/,6.0,1.0,3.6,1.8,-5.1,/,2.1
CCNC(=O)CC1C(=O)N(c2ccc(F)cc2)C(=O)N1CCc1ccc(OC)cc1 (stereo not drawn),-0.4,-0.8,10.5,3.4,0.0,/,-1.2,-16.6,-1.4,-0.6
COc1ccccc1N1C(=O)Cc2ccccc2C1=O,-0.3,4.3,-2.7,-0.7,0.8,-1.1,-1.8,2.9,0.6,-13.7
Cc1ccc(S(=O)(=O)CCC(=O)Oc2ccc3c(C)cc(=O)oc3c2)cc1,1.9,-1.8,/,19.8,0.0,1.6,2.4,-8.1,/,2.7
CC(=O)N1CCN(c2ccc(NC(=O)c3ccc(Br)o3)cc2Cl)CC1,-4.8,-11.9,5.1,-7.5,-0.2,8.3,-4.8,5.9,-0.7,-0.6
CNC(=O)COC(=O)c1ccc(-c2nc3ccccc3s2)s1,i,-0.2,9.0,9.8,1.1,4.7,3.6,-4.9,3.1,4.4
Cc1cc(NC(=O)CCC(=O)N(CC(=O)NC2CCCC2)c2ccc3c(c2)OCCO3)no1,/,-7.0,22.3,-1.1,0.4,/,0.5,-3.7,-3.0,2.3

# Source: PubChem BioAssay (several laboratories)
